S-ASM inh = human S-ASM enzyme inhibition; AID 504937; hit rate 0.006% among 340,000; Potency, µM (top dose mostly 57.5 µM), for inactives: at the top dose activity change, negative = inhibition, usual class: inhibitors; placental ASM, HMU-PC fluorogenic substrate, 60 min; note: potency is the fitted concentration of half-maximal effect
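Human placenta-derived ASM preincubated with compound 10 min at room temperature, then reacted with 9 uM (final) fluorogenic HMU-PC substrate for 60 min at 37 C. Stop solution raises pH to 10; fluorescence read at Ex 386/Em 447 nm.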
KCNH2 WT inh = inhibitors of human wildtype KCNH2 potassium channel; U2OS, BacMam KCNH2, thallium flux FluxOr; active compounds read low; activity change, % at 1.84 µM; hit rate 0.37% among 340,000; AID 720551;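 active = maximum activity change below -70%; inconclusive = maximum activity change between -70% and -50%; inactive = maximum activity change above -50%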; note: % is set by controls: 0 for no effect and ±100 for the full control effect
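U2OS cells transduced with wild-type KCNH2 virus are loaded with FluxOr dye for 45 min, and thallium flux is measured in kinetic reads before and after stimulation buffer. Rate constants are normalized to DMSO controls.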
USP2a inh = USP2a (human) protease inhibition; O75604; USP2 core, Ub-CHOP2 coupled fluorogenic reporter, 485/531; Potency, µM (doses to about 38.3 µM), for inactives: top-dose activity change, negative = inhibition, most hits filed as inhibitors; hit rate 0.01% among 330,000;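 note: potency is the fitted concentration of half-maximal effect; plate controls were DMSO wells for no effect and full inhibition by NEM control for full effect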
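USP2 core (10nM final) preincubated 30min RT with compound in 20mM Tris-HCl pH 8.0, 2mM CaCl2, 2mM beta-mercaptoethanol, 0.05% CHAPS; 25nM Ub-CHOP2 plus 25nM reporter substrate added, fluorescence (Ex485/Em531) read after 60min.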
Mito fusion act = inhibitors of mitochondrial division or activators of mitochondrial fusion | Potency, µM (titrated, usually from 46.1 µM), for the others: at the top dose growth rescue (activation), usual class: activators | hit rate 0.23% among 320,000 | S. cerevisiae fusion-defective mutant growth rescue, CellTiterGlo 48 h | AID 485298;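 note: potency is the fitted concentration of half-maximal effect; % of control where 0% means no effect; nearly all actives have a fitted effect of over 45% in size; temperature-sensitive fusion mutants such as fzo1-1 at 37 °C on non-fermentable ethanol glycerol medium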
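Yeast fusion mutant, YPEG (non-fermentable carbon), compound, 48 h at 37C non-permissive; CellTiterGlo added, 10 min RT, luminescence read. Rescued growth = division inhibition.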
Eya2 phos inh = blocks the phosphatase activity of human Eya2; O00167; recombinant Eya2, OMFP fluorescence dephosphorylation (OMFP is methylfluorescein phosphate); Potency, µM (top dose mostly 76.9 µM), for inactives: at the top dose activity, negative = inhibition, most hits filed as inhibitors; hit rate 0.006% among 330,000; note: potency is the fitted concentration of half-maximal effect; % is set by controls: 0 for no effect and ±100 for the full control effect
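Eya2 protein (added as 0.2 uM solution) was preincubated with compound for 10 min at ambient temperature in 50 mM HEPES pH 7.5, 50 mM NaCl, 5 uM MgCl2, 0.05% BSA, 1 mM DTT. OMFP (added at 50 uM) then reacted 10 min; fluorescence read at 485/525 nm.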
TSHR antagonist = antagonists of human thyroid stimulating hormone receptor; TSHR-expressing cells, TSH-stimulated cAMP HTRF, 2 h; active compounds read low; activity change, negative = inhibition, % at 11.5 µM; hit rate 0.2% among 330,000;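 active = activity change below a set negative limit, meaning inhibition stronger than a set level, cut at about -70% in these data; inconclusive = activity change between two set negative limits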; note: % is set by controls: 0 for no effect and ±100 for the full control effect
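Inhibition of cAMP made by TSHR-expressing cells under TSH stimulation (4nM final, EC80; 2 h, 37 deg C) is quantified with a one-step lysis HTRF kit, anti-cAMP cryptate versus cAMP-d2.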
GALK inhibitor = blocks human galactokinase activity. P51570. Purified GALK, Kinase-Glo residual ATP luminescence. Potency, µM (top dose mostly 57.5 µM), for the others: top-dose activity change, negative = inhibition, most hits filed as inhibitors. hit rate 0.007% among 270,000; note: potency is the fitted concentration of half-maximal effect; % is set by controls: 0 for no effect and ±100 for the full control effect
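Human GALK (5 nM) with 35 uM ATP and 100 uM galactose in 20 mM HEPES pH 8.0, 5 mM MgCl2, 60 mM NaCl, 1 mM DTT, 0.01% BSA. After 1 h at room temperature, leftover ATP was read by Kinase-Glo Plus luminescence.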
PKM2 act = PKM2 (human) enzyme activation | Potency, µM (series often up to 57.5 µM), without a hit: at the top dose activation, usual class: activators | P14618 | purified PKM2, Kinase-Glo ATP luminescence, activation; response scale: 0% is enzyme alone, no compound | hit rate 0.34% among 260,000; note: potency is the fitted concentration of half-maximal effect; % is set by controls: 0 for no effect and ±100 for the full control effect; nearly all actives have a fitted effect of over 55% in size
Target sequence (P14618 whole entry, looked up): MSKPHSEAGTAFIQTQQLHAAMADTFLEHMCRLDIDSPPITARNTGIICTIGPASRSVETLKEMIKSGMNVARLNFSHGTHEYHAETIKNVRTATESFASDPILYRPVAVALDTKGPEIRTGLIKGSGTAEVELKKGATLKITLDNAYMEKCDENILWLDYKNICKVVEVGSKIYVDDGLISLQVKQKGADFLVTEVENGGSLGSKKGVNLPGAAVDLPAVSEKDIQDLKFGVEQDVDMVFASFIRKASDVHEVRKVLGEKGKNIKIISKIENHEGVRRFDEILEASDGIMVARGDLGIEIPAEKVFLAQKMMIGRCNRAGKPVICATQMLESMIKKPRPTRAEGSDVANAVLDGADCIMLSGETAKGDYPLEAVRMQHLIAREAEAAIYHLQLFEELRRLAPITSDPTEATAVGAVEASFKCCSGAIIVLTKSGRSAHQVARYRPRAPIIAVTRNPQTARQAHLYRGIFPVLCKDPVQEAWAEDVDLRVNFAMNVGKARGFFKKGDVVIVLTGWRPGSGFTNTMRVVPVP
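ATP formation by purified human PK-M2, quantified via coupled luciferase luminescence after 1 h at room temperature with 0.1 mM ADP and 0.5 mM PEP final.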
MBNL1-CUG inh = blocks human MBNL1 binding to CUG repeat RNA | Q9NR56 | TR-FRET MBNL1-His/biotin-(CUG)12 binding, 665/545 ratio | Potency, µM (top dose mostly 57.5 µM), for inactives: at the highest dose activity change, negative = inhibition, usual class: inhibitors | hit rate 0.036% among 280,000 | AID 2675; active = well fitted inhibition curve with a large enough effect in the signal ratio, with a control signal flat, not every such curve was filed as active; inconclusive = small, poorly fitted or top-dose-only effect, or effect the other way, or a change in a side signal; inactive = no such curve, though single readings can be large or run the other way; the % refers to the signal ratio; note: potency is the fitted concentration of half-maximal effect; % is set by controls: 0 for no effect and ±100 for the full control effect
Target sequence (Q9NR56 whole entry, looked up): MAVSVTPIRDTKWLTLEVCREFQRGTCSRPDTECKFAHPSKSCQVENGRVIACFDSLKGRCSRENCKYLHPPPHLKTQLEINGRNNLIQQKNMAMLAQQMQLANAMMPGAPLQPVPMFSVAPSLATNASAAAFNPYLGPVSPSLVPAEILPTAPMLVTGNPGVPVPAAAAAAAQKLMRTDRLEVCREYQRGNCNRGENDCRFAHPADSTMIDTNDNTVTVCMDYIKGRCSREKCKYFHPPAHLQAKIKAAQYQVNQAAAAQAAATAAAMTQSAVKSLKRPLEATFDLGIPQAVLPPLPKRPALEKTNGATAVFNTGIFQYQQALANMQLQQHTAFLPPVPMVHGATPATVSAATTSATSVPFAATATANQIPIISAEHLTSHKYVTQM
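MBNL1-His + Biotin-(CUG)12, cpd titration 92 nM–58 uM; Tb anti-His Ab 0.055 ng/ul, SA-XL665 5 nM (final); 60 min RT; ratiometric 665/545 nm, Ex 340 nm; normalized to buffer and full-complex controls.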
Menin MLL FP TR = inhibitors of human menin-MLL interaction, mutant MLL peptide | hit rate 0.23% among 270,000 | Menin + Texas Red MLL mutant peptide, fluorescence polarization | Potency, µM (titrated, usually from 61.6 µM), for the others: top-dose FP activity change, negative = inhibition, hits mostly inhibitors | O00255; active = well fitted inhibition curve with a large enough effect in the polarisation, with a control signal flat, not every such curve was filed as active; inconclusive = small, poorly fitted or top-dose-only effect, or effect the other way, or a change in a side signal; inactive = no such curve, though single readings can be large or run the other way; the % refers to the polarisation; note: potency is the fitted concentration of half-maximal effect; % of control where 0% means no effect; many of its hits are not listed in these tables
Chronic BCR inh = blocks chronic active B-cell receptor signaling | Potency, µM (doses to about 46.1 µM), for inactives: at the highest dose ratio change, negative = lower green/red ratio, usual class: inhibitors | ABC-DLBCL IkBa-CBG/CBR reporter, luminescence ratio, 4 h | hit rate 0.05% among 340,000; active = well fitted inhibition curve with a large enough effect in the signal ratio, with a control signal flat, not every such curve was filed as active; inconclusive = small, poorly fitted or top-dose-only effect, or effect the other way, or a change in a side signal; the % refers to the signal ratio;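 note: potency is the fitted concentration of half-maximal effect; plate controls were basal doxycycline-induced cells for no effect and cells given 10 µM MG132 for full effect; MG132 reads +100%, hits lower the ratio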
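Compounds up to 46 uM were incubated four hours with TMD8 cells whose green CBG68 luciferase is fused to IkappaBalpha; red CBR luminescence normalised the signal, and concentration-effect curves were fitted to fusion, red and ratio data.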
Numbers without * were called inactive; u = inconclusive; x = no result given; [ ] = remark or other dose. Unless noted, calls come from the whole dose curve; as a rule, active = well fitted curve in the direction sought with a large enough effect; inconclusive = small, poorly fitted or top-dose-only effect, or another doubt; inactive = no such curve, though single readings can be large; an effect the other way counts as inactive or inconclusive.

SMILES	S-ASM inh	KCNH2 WT inh	USP2a inh	Mito fusion act	Eya2 phos inh	TSHR antagonist	GALK inhibitor	PKM2 act	MBNL1-CUG inh	Menin MLL FP TR	Chronic BCR inh
COc1ccc2oc(C(=O)Nc3nc(C)cs3)c(C)c2c1	2%	-4	0%	3%	0%	10	x	x	x	x	0%
COc1ccc(CCn2c(=N)c(C(=O)NCc3ccco3)cc3c(=O)n4cccc(C)c4nc32)cc1	158%[activator]	0	5%	5%	11%	-12	4%	5%	u	-2%	-5%
Cc1ccc(NC(=O)CSCC(=O)NNC(=O)c2ccoc2C)cc1	0%	-1	-1%	4%	-12%	-6	x	x	x	x	9%
NC(=O)CC(NC(=O)Cc1ccc(Cl)cc1)c1ccc(NCCOc2ccccc2)c([N+](=O)[O-])c1 (configuration not stated)	-1%	11	-1%	0%	-7%	4	x	6%	12%	1%	u
COC(=O)CC1C(=O)NCCN1C(=O)c1ccc([N+](=O)[O-])cc1 (configuration not stated)	7%	-9	-3%	-2%	-12%	-8	-3%	x	u	0%	0%
Cc1ccc(C(=O)Nc2ccc(CN3CCCCC3)cc2)c(C)c1	-2%	10	-1%	-1%	8%	-7	3%	0%	-9%	-8%	-19%
COc1ccccc1NC(=O)Nc1nc(CC(=O)Nc2ccc(N(C)C)cc2)cs1	-8%	-4	2%	-3%	3%	7	x	x	x	x	u
Cc1cc(C(=O)NCc2cc(C)n(C)n2)sc1-c1ccccc1	-3%	-25	-2%	7%	-7%	-18	0%	-1%	11%	-10%	-30%
Fc1cc(Cl)ccc1NC1=NCCCCC1	2%	-7	0%	-2%	0%	0	2%	x	4%	-1%	5%
COc1ccc(CCNc2oc(-c3ccccc3OC)nc2C#N)cc1OC	1%	-6	1%	6%	4%	-5	-2%	0%	4%	8%	-2%
COc1ccc(CCNC(=O)CN(Cc2ccc(Cl)cc2)S(C)(=O)=O)cc1	1%	12	-4%	4%	3%	-2	2%	0%	8%	16%	7%
CCOc1ccc(NCc2nnc(SCc3ccc(Cl)cc3)n2-c2ccccc2)cc1	-9%	0	1%	20%	-17%	20	x	6%	u	-3%	u
Cc1[nH]n(C2=NCCS2)c(=O)c1N=Nc1ccccc1	-13%	2	2%	-3%	-3%	-3	3%	-1%	u	3%	u
CCc1cc2cc(C(=O)Nc3ccccc3F)sc2s1	-5%	-4	0%	0%	3%	-12	0%	2%	217%[activator]	25%	u
O=C(COc1cc2oc(=O)c3c(c2cc1Cl)CCC3)NCCCn1ccnc1	-1%	-8	0%	0%	-14%	1	1%	x	5%	x	u
CC(C)c1ccc(NC(=O)[C@H](Cc2c[nH]c3ccccc23)NC(=O)[C@@H]2Cc3ccccc3CN2)cc1	8%	-35	-4%	-8%	-13%	-3	x	0%	5%	17%	u
CCCN1CCC(=O)N([C@H](COc2ccccc2)c2ccccc2)CC1	2%	20	0%	-2%	8%	21	x	0%	9%	-5%	u
O=C(O)C1=C[C@@H](c2csc3ccccc23)C[C@@H](OCc2ccc(CO)cc2)O1	2%	14	4%	0%	17%	0	0%	0%	-5%	0%	0%
Cn1c(N)c(C(=O)CSc2nnc(-c3ccccc3F)n2C2CC2)c(=O)n(C)c1=O	-2%	5	-1%	2%	5%	18	11%	0%	-4%	6%	-9%
O=C(CNC(=O)c1ccccc1)OCc1cc(=O)n2cc(Br)ccc2n1	-2%	2	5%	-12%	8%	10	0%	-4%	u	2%	11%
COC(=O)c1cccc(NC(=O)CCN2C(=O)C3CC=CCC3C2=O)c1 (configuration not stated)	3%	-2	0%	-2%	-3%	-20	x	x	x	x	-1%
Cc1nc2ccccc2c2oc(C(=O)N3CCc4ccccc43)cc12	x	x	3%	6%	-5%	-4	9%	0%	2%	3%	u
COc1ccc(NC(=O)N2CCN(c3nc(-c4cccc(OC)c4)cs3)CC2)cc1	-7%	18	1%	23%	-26%	-26	0%	1%	10%	24%	u
CC(NC(=O)Nc1ccc(Cl)cc1)C(c1cccs1)N1CCOCC1 (configuration not stated)	3%	7	1%	0%	3%	-5	-3%	-3%	0%	13%	0%
Cc1cc(C(=O)NC2CC(C)(C)Cc3c2cnn3-c2cccc(F)c2)n(C)n1 (configuration not stated)	-1%	-5	-1%	12%	4%	-2	-6%	0%	-6%	-4%	3%
Cc1ccc(Cn2nc3c(cc2=O)CCc2ccccc2-3)cc1	-4%	-3	-1%	0%	-4%	2	6%	0%	2%	u	0%
COc1ccc(/C=C/C(=O)c2cc(F)ccc2OC(=O)c2ccc(OC)c(OC)c2)cc1OC	11%	x	1%	x	-2%	7	x	29%	15%[11.5 µM]	2%	u
COc1ccc(C(=O)O)cc1NS(=O)(=O)c1cccc2nsnc12	4%	-1	2%	-2%	-9%	4	1%	-18%	u	3%	4%
Cc1ccc(Cl)c2c(N=Nc3ccccc3)c(O)[nH]c12	-16%	-9	6%	0%	8%	-17	-2%	0%[11.5 µM]	-11%	u	-1%
Cc1ccc(NC(=O)CSc2nnc(CNC(=O)C34CC5CC(CC(C5)C3)C4)n2-c2ccc(F)cc2)cc1	-3%	2	0%	-5%	-3%	-8	-6%	-2%	-8%	3%	-2%
CC(=O)c1cnc2ncnn2c1C	4%	-21	-4%	-4%	-9%	0	x	13%	13%	19%	-2%
Cc1nc2c(c(=O)n1CCC(C)C)c1nc3ccccc3nc1n2Cc1ccc2c(c1)OCO2	20%	-2	0%	-5%	-13%	16	-3%	4%	-4%	-15%	0%
COc1ccc(/C=C(/NC(=O)c2ccc([N+](=O)[O-])cc2)C(=O)NCCCN(C)C)cc1	-2%	-84*	0%	11%	-5%	-8	8%	1%	u	-17%	0%
COc1ccc(CCNC(=O)CSc2nn3c(=O)c(C)nnc3s2)cc1OC	3%	1	0%	2%	-1%	-11	3%	-7%	-1%	-6%	u
c1cncc(Cc2cc3ccccc3[nH]2)c1	6%	0	1%	2%	-20%	13	1%	3%	2%	6%	2%
CCN(CC)CCCNC(=O)C1CCN(c2ncnc3c2sc2cccc(F)c23)CC1	12%	-1	12%	1%	u	-3	0%	4%	-3%	x	-1%

Nothing new here: an excerpt of the list.
SMILES	S-ASM inh	KCNH2 WT inh	USP2a inh	Mito fusion act	Eya2 phos inh	TSHR antagonist	GALK inhibitor	PKM2 act	MBNL1-CUG inh	Menin MLL FP TR	Chronic BCR inh
COC(=O)c1cccc(NC(=O)CCN2C(=O)C3CC=CCC3C2=O)c1 (configuration not stated)	3%	-2	0%	-2%	-3%	-20	x	x	x	x	-1%
Cc1nc2ccccc2c2oc(C(=O)N3CCc4ccccc43)cc12	x	x	3%	6%	-5%	-4	9%	0%	2%	3%	u
COc1ccc(NC(=O)N2CCN(c3nc(-c4cccc(OC)c4)cs3)CC2)cc1	-7%	18	1%	23%	-26%	-26	0%	1%	10%	24%	u
CC(NC(=O)Nc1ccc(Cl)cc1)C(c1cccs1)N1CCOCC1 (configuration not stated)	3%	7	1%	0%	3%	-5	-3%	-3%	0%	13%	0%
Cc1cc(C(=O)NC2CC(C)(C)Cc3c2cnn3-c2cccc(F)c2)n(C)n1 (configuration not stated)	-1%	-5	-1%	12%	4%	-2	-6%	0%	-6%	-4%	3%
Cc1ccc(Cn2nc3c(cc2=O)CCc2ccccc2-3)cc1	-4%	-3	-1%	0%	-4%	2	6%	0%	2%	u	0%
COc1ccc(/C=C/C(=O)c2cc(F)ccc2OC(=O)c2ccc(OC)c(OC)c2)cc1OC	11%	x	1%	x	-2%	7	x	29%	15%[11.5 µM]	2%	u

Some of the compounds tested; rates above refer to the full screens.
